Bioassay records: PubChem, several laboratories
Pemphigus Ab inh – blocks pemphigus antibody binding to human desmoglein-3 | DSG3-coupled beads, scFv-anti-DSG3-GFP binding, flow cytometry; hits give low values | hit rate 0.48% among 310,000 | P32926 | AID 588358 | binding (percent of control), % at 10 µM;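 active = binding more than 3 SD below its plate's average and above zero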;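 note: hits lower antibody fragment binding to DSG3; some compounds called inactive have numbers as strong as hits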
CAL PDZ FP-1 – human CAL PDZ-peptide interaction inhibition; hit rate 0.02% among 330,000; AID 504414; inhibition, % at 20 µM; purified CAL PDZ, TMR-peptide fluorescence polarization, 1 h;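 active = highest replicate inhibition of at least 40%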;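 note: plate controls were DMSO neutral control wells for no effect and unlabeled competitor peptide control wells for full effect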
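Assay system – tagged CAL PDZ protein CerCALP, purified · Timing – 1 h at RT · Compound – single point, 20 µM · Measured by – fluorescence polarization from S- and P-plane intensities, G-factor corrected · Evaluation – inhibition from polarization loss · Probe or stimulus – TMR reporter peptide T*-PRC34 · Buffer or medium – pH 7.4 phosphate-saline buffer, reducing agent, detergent, IgG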
V-ATPase pH – alters yeast V-ATPase proton transport; S. cerevisiae, pHLuorin cytosolic pH fluorescence; AID 504577; hit rate 0.37% among 350,000; response, % at 10 µM; in the data active = response mostly above about 7.3%, no sharp cut-off; inactive = mostly below about 5.4%; note: actives read high; inactives centre near 0; some compounds called inactive have numbers as strong as hits; reference of the scale not given here
Arr AP2 block – blocks beta-arrestin peptide binding to AP2 adaptin; FITC-arrestin peptide / GST-AP2 beads, flow cytometry; AP2 beta2 appendage carries R879A mutation; inhibition, % at 10 µM; hit rate 0.31% among 340,000; AID 504490;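 active = inhibition above a set limit, near 3 SD of compounds lacking own fluorescence, cut at about 54% in these data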;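 note: plate controls were DMSO wells for no effect and 5 µM unlabelled arrestin peptide for full effect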
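Measured by: flow cytometry, FL1 (488/535 nm); Material: AP2 appendage R879A on GSH beads; Evaluation: percent response; Timing: pre-incubation 12 min, peptide binding 1 h, room temperature; Also added: 50 nM FITC-arrestin peptide; Medium: PBS with 0.05% Tween 20 and 0.1% BSA.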
Keap1-Nrf2 PPI – Keap1-Nrf2 (human) interaction inhibition; inhibition, % at 9.4 µM; Q14145; Keap1 Kelch-Nrf2 peptide fluorescence polarization, 1536-well; hit rate 0.15% among 340,000; AID 504523; in the data active = inhibition above about 12%;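 note: human Keap1 Kelch domain with fluorescein labeled Nrf2 9mer peptide probe; 0% = neutral control wells and 100% = peptide positive control; higher means more block of Keap1 binding to Nrf2 peptide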
NSD2 inh – inhibitors of human histone methyltransferase NSD2; NSD2 peptide methylation, AlphaScreen, 120 min; inhibition, % at 12.5 µM; AID 743445; O96028; hit rate 0.54% among 310,000; in the data active = inhibition above about 50%
Cardiac RTF inh – cardiac RTF calcium desensitization; inhibition, % at 7.15 µM; P19429+P45379; AID 493244; IANBD-labeled cardiac RTF, Ca2+ fluorescence; hit rate 0.12% among 340,000;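 active = inhibition above the mean inhibition of all tested compounds plus 3 SD, cut at about 17% in these data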;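 note: assay run at fixed EC70 calcium of 1.6 mM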
CAL PDZ FP-2 – blocks peptide binding to the human CAL PDZ domain. purified CAL PDZ, TMR-peptide fluorescence polarization, 1 h. inhibition, % at 24.9 µM. hit rate 0.92% among 300,000. AID 602252;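 active = mean inhibition of at least 30% with at least half of replicates also reaching 30%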;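 note: 0% = DMSO neutral control and 100% = excess unlabeled competitor peptide PRC23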
C-LANA FP – inhibitors of KSHV LANA C-terminal domain DNA binding; MBP-C-LANA/FAM-LBS DNA binding, fluorescence polarization; hit rate 0.078% among 340,000; inhibition, % at 9 µM; AID 504423;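 active = highest replicate inhibition at or above 60% at 9 µM, even if other replicates fall short; inactive = all replicates below 60% inhibition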;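 note: 0% = neutral control wells and 100% = 4 µM acridine orange control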
DAGLB inhibitor – blocks human DAGLB lipase activity | HEK293T DAGLB membrane lysate, EnzChek fluorogenic substrate | inhibition, % at 5.17 µM | hit rate 0.059% among 340,000 | AID 504411; in the data active = inhibition above about 34%;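 note: 0% = enzyme with vehicle and 100% = wells lacking enzyme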
Target sequence (Q8NCG7 whole entry, looked up): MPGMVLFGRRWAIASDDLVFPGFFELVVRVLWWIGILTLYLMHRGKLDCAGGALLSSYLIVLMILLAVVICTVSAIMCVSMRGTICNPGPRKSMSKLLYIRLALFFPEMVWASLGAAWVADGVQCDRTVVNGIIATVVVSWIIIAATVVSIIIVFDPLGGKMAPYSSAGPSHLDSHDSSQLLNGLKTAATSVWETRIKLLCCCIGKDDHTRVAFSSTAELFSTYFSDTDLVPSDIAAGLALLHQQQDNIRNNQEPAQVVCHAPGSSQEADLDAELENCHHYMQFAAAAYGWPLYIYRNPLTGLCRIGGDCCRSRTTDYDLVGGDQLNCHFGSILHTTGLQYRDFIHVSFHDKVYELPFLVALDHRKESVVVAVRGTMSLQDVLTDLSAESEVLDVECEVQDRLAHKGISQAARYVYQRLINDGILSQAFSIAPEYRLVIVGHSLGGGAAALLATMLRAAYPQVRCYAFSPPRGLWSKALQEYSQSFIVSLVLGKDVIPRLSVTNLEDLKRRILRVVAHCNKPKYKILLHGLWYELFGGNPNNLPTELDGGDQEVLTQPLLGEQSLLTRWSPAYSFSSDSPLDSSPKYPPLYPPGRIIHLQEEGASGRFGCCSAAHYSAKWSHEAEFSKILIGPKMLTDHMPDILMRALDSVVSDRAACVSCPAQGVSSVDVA
Starred values were filed as active, the others as inactive; nt = no result given. Only part of the results is shown (hit frequency here may not be typical).

mol	Pemphigus Ab inh	CAL PDZ FP-1	V-ATPase pH	Arr AP2 block	Keap1-Nrf2 PPI	NSD2 inh	Cardiac RTF inh	CAL PDZ FP-2	C-LANA FP	DAGLB inhibitor
Cc1ccc(C)c(-n2c(SCC(=O)Nc3nnc(C)s3)nnc2-c2ccoc2C)c1	nt	-2.5	1	-6	-2	-6	-1	-1	0.5	-7
COc1ccc2c(c1)-c1nc(NC(=O)c3cccs3)sc1CC2	95	0.2	0	28	-1	-4	6	-1	0.3	-2
O=C(COc1ccccc1)Nc1nc(-c2ccncc2)cs1	98	-2.5	1	-1	-4	nt	-7	-6	0.2	-3
CCN(CC)C(=O)N1CCC(NC(=O)c2ccccc2)CC1	106	-1.9	-2	5	4	-2	-12	-1	-1.6	2
Cc1ccc(S(=O)(=O)NNC(=S)NCCc2ccccc2)cc1	102	-1.6	-1	41	-7	2	-1	0	1.5	-3
O=C1c2cccc3cccc(c23)C(=O)N1CCN1CCN(CC(O)COc2ccccc2)CC1 (stereo not given)	102	-0.3	0	-3	-7	3	-5	-1	-2.5	0
Cc1occc1C(=O)N/N=C/C1=C(N2CCOCC2)C(=C\c2ccc(Cl)cc2Cl)/CC1	97	-2.6	-2	98*	-1	-10	-17	0	1.5	0
O=C(CCc1nc(-c2ccccc2F)no1)NC1CCN(Cc2ccccc2)CC1	125	-1.7	0	-10	-2	0	-13	0	-2.5	2
CC1CN(C(=O)c2cccc(C(=O)N3CC(C)OC(C)C3)c2)CC(C)O1 (stereo not given)	100	-0.7	-2	9	0	nt	-2	nt	-0.9	-1
O=C(NCCCN1CCOCC1)C(=O)NCc1ccc(Cl)cc1	104	-2.2	1	-12	0	-1	7	-3	-1.0	-2
Cc1ccccc1Cn1cnc2c(nnn2Cc2ccc(F)cc2)c1=O	92	-0.9	4	4	-5	1	2	nt	0.5	-2
CSCC[C@H](NC(=O)[C@@H]1Cc2ccccc2CN1)C(=O)NC1CCCCC1	113	-1.3	-3	-11	-3	8	-4	0	0.0	2
COc1ccc(C2c3ccc(O)cc3Oc3ncn(CCCO)c(=N)c32)cc1 (stereo not given)	88	-3.0	-3	20	-2	-2	4	-2	1.9	0
CCN(CC)S(=O)(=O)c1cccc(NC(=O)COC(=O)CNC(=O)c2cccc(F)c2)c1	103	-0.6	-2	4	-1	-7	-1	2	-1.4	-6
O=C(c1c[nH]c2ccccc12)C(Cl)c1ccccc1 (stereo not given)	97	-2.1	3	21	0	0	-3	-1	5.2	2
Cc1ccc2occ(/C=C/C(=O)O)c(=O)c2c1	nt	nt	-2	-11	-4	1	0	2	0.0	3
Cc1cc(C)c(OCC(=O)N/N=C/c2ccc3c(c2)OCO3)c(C)c1	100	0.1	-1	-4	-6	0	1	-5	-0.6	1
Cc1nn(-c2ccccc2)nc1C(=O)Nc1cccc(C(=O)NC2CC2)c1	106	nt	-1	nt	nt	-7	nt	nt	nt	0
CN(C(=O)c1cccc(NC(=O)Cc2ccc(NC(=O)C3CCN(C(=O)C4CC4)CC3)cc2)c1)C1CCC1	92	-0.3	0	9	-4	nt	-20	-1	2.3	-3
Cc1cc(=O)oc2c(C)c(OCC(=O)NCCN3CCOCC3)ccc12	98	-1.6	2	-17	1	-6	-2	-4	-0.5	-1
CC(=O)Nc1cc2c(c([N+](=O)[O-])c1C)C(C)(C)CC2(C)C	75	0.9	-2	1	5	2	-4	2	nt	-2
COc1cccc(NC(=O)CSc2nnc(-c3cccnc3)o2)c1	104	-2.5	-3	4	-6	1	-4	-6	0.7	-5
O=C(Cc1ccccc1)Nc1ccccc1C(=O)N1CCCCCC1	86	-2.6	0	5	-6	0	-3	2	-0.4	0
CC1CCN(C(=O)c2[nH]cnc2C(=O)Nc2nccs2)CC1	97	0.0	3	-1	-5	nt	-23	4	0.3	1
CCCn1c2ccccc2c2cnn(CC(=O)NCCCN3CCCCC3)c(=O)c21	100	-2.3	-2	22	-4	3	-2	-5	-2.0	-2
COc1ccc(-c2cn(-c3ccc(C)cc3)c(=O)n2CC(=O)Nc2ccc(OC)cc2OC)cc1	nt	-0.6	-2	-2	-6	0	-3	-1	-4.0	2
O=C(Nc1nc(-c2ccccn2)cs1)c1cccc(-n2cnnn2)c1	99	0.5	1	13	-1	nt	-12	16	0.3	0
CC(=O)Nc1ccc(NC(=O)CN(c2ccc([N+](=O)[O-])cc2)S(=O)(=O)c2ccccc2)cc1	100	-0.8	2	1	-1	-2	-3	nt	1.0	6
CCC(C(=O)NC1CCCC1)N(Cc1cccs1)C(=O)Cn1nnc(-c2ccc(OC)c(OC)c2)n1 (stereo not given)	103	-1.2	6	10	-4	36	2	-2	-0.3	-2
CC(=O)C1=C(C)NC(=O)NC1c1ccc2c(c1)OCO2 (stereo not given)	99	-0.5	-1	-18	1	-3	-3	-5	-1.5	2
O=c1nc(NC2CCCC2)ccn1Cc1cccc(Br)c1	115	0.1	4	8	-9	-1	2	-2	0.9	-5
CC(=O)/C(=N/Nc1ccccc1)Sc1nnc(CCc2ccccc2)n1-c1ccccc1	109	-1.9	-1	-9	-2	5	-7	-3	0.5	-5
CC(/C=C/c1ccc(N(C)C)cc1)=N\N=C1\NC(=O)CC(C(=O)Nc2ccccc2)S1 (stereo not given)	110	-1.5	-3	8	-5	9	-4	0	3.3	7
Cc1cc(O)ccc1N=Cc1c(C(F)(F)F)[nH][nH]c1=O	103	-1.1	6	1	4	-1	7	-2	1.5	-1
COc1ccccc1C1C=C(c2ccc(Cl)cc2)Nc2nc(N3C(=O)CCC3=O)nn21 (stereo not given)	101	-4.1	1	9	-3	0	-7	-4	2.8	-2
O=C(N/N=C/c1ccc(Br)o1)/C(=C/c1ccc([N+](=O)[O-])cc1)NC(=O)c1ccccc1	99	-1.4	4	10	2	-2	-2	0	0.6	3
COc1cc(OC)cc(C(=O)Nc2ccc3c(c2)CCCN3C(=O)c2cccs2)c1	nt	-1.8	-4	33	-4	-20	-6	-6	1.8	1
CCc1ccc(-c2cc(C(F)(F)F)n3nc(C(=O)Nc4c(C)nn(Cc5ccccc5Cl)c4C)cc3n2)s1	114	-2.6	-3	4	-1	3	-4	-6	-1.1	1
Cn1c(=O)n(C)c2cc(NS(C)(=O)=O)ccc21	82	nt	-4	17	1	1	-6	-1	1.5	-1
CC(C)(C)NS(=O)(=O)c1ccc(N2C(=O)c3ccccc3C2=O)cc1	101	-1.9	2	25	-1	0	-3	1	-0.2	0
CC1=NN(C(=O)CCc2ccccc2O)C(O)(C(F)(F)F)C1 (stereo not given)	100	-0.4	1	-27	1	-3	-13	-1	1.3	2
Cc1ccc(C)c(Nc2c([N+](=O)[O-])cc(C(=O)N3CC(=O)Nc4ccccc43)cc2[N+](=O)[O-])c1	98	-0.2	1	-5	-2	3	-7	-1	0.0	16
O=C(O)c1cccc(S(=O)(=O)Nc2ccc(OCc3ccccc3)cc2)c1	100	-0.2	0	-8	-3	1	-15	nt	0.4	8
CCN(CC(=O)N1CCCC1)S(=O)(=O)c1ccc(Br)cc1	122	0.1	-2	4	-2	nt	-4	-4	-1.1	0
COc1ccccc1C(=O)NCCC(=O)NCC1CCCCC1	99	5.1	-3	5	-4	-1	-2	79*	4.4	-1
CCOC(=O)CC(NC(=O)c1ccco1)c1ccc(OC)cc1 (stereo not given)	nt	-1.1	0	-8	0	1	0	5	0.4	-1
N#CNC1=NCN(CCc2ccccc2)CN1	103	0.1	1	29	2	-2	-8	-4	1.1	-5
C=CCN=C1N[C@@H](c2ccccc2)C(C(=O)OC)=C(C)N1CCOC	106	0.2	2	-8	-1	nt	0	-1	-0.5	-1
CC12CCC(=O)N1C(C(=O)NNC(=O)COc1ccccc1Cl)CS2 (stereo not given)	104	-1.5	2	5	-1	-1	3	0	-1.0	-2
COc1ccc(OCC(=O)N/N=C(/C)Cc2ccccc2)cc1	85	-2.4	-4	-7	-6	-2	7	0	-0.1	-2

Carrying on:
mol	Pemphigus Ab inh	CAL PDZ FP-1	V-ATPase pH	Arr AP2 block	Keap1-Nrf2 PPI	NSD2 inh	Cardiac RTF inh	CAL PDZ FP-2	C-LANA FP	DAGLB inhibitor
CCOC(=O)C1C(C)N=C2SCC(=O)N2C1c1cccc(Br)c1 (stereo not given)	95	-0.8	1	10	2	4	0	-2	0.0	-8
COC(=O)c1ccc(NC(=O)CSc2nncn2C)cc1	112	0.0	1	-6	0	-3	-2	3	-1.2	-4
CSc1cccc(NC(=O)CSc2ncccc2C(=O)Oc2cccc([N+](=O)[O-])c2)c1	102	-0.2	-3	44	-3	-2	0	-4	-0.2	-1
Cc1cc(C)n(C(=O)CCC2COc3ccccc3O2)n1 (stereo not given)	nt	0.0	-10	5	1	-6	-9	-6	0.9	-12

Some entries already given with just Keap1-Nrf2 PPI and DAGLB inhibitor:
structure | Keap1-Nrf2 PPI | DAGLB inhibitor
COC(=O)c1ccc(NC(=O)CSc2nncn2C)cc1 | 0 | -4
CSc1cccc(NC(=O)CSc2ncccc2C(=O)Oc2cccc([N+](=O)[O-])c2)c1 | -3 | -1
